# Source: PubChem
# AMA1-RON2 inh – inhibitors of Plasmodium falciparum AMA1-RON2 interaction. AlphaScreen AMA1-biotinylated RON2 peptide binding. Potency, µM (top dose mostly 58.2 µM), for inactives: top-dose activity change, negative = inhibition, most hits filed as inhibitors. 360,000 compounds, 0.2% hits. AID 720542;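 also: potency is read from the fitted curve at half-maximal effect; 0% = vehicle wells and -100% = peptide control; nearly all actives have a fitted effect of over 45% in size; some results filed as inactive show a strong effect at the top dose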
#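 AMA1 (3D7) with his tag at 25 nM final met compounds first, then biotinylated RON2 peptide at 25 nM; detection used donor plus acceptor beads, 10 µg/mL apiece, read by AlphaScreen after 30 min at room temperature.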
# HCMV antiviral – inhibitors of human cytomegalovirus | 410,000 compounds, 4.5% hits | HFF cells, HCMV-luciferase reporter, 72 h; hits give low values | activity change, negative = inhibition, % at 57.5 µM | AID 1259415; in the data active = activity change below about -60%; inconclusive = no clear call, values can overlap the other calls; inactive = above about -39%
#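 After 16 h attachment at 37C, HFF cells received test compound and HCMV-luciferase (1 PFU/cell); reporter luminescence read 72 h later, data normalized against buffer-only and known inhibitor Salinomycin.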
# HCV inhibitor – HCV inhibition | Huh7.5.1 HCVcc-Cre infection, luciferase reporter, 44 h | Potency, µM (titrated, usually from 41.8 µM), without a hit: top-dose activity change, negative = inhibition, actives largely listed as inhibitors | 340,000 compounds, 3.4% hits; also: potency is read from the fitted curve at half-maximal effect
#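 A cell-based infection assay in which seeded cells (1,000 per well) receive test compound after 4 h, are inoculated with HCVcc-Cre at approximately 0.5 moi, and are incubated 44 h before luminescence detection.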
# AmpC detergent – inhibitors of E. coli AmpC beta-lactamase with detergent | AmpC hydrolysis of nitrocefin, absorbance 480 nm, 0.01% Triton | Potency, µM (top dose mostly 114 µM), for inactives: at the top dose activity change, negative = inhibition, most hits filed as inhibitors | 370,000 compounds, 0.041% hits | AID 485294;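 also: potency is read from the fitted curve at half-maximal effect; 0% = no-compound wells and -100% = no-enzyme wells; nearly all actives have a fitted effect of over 25% in size; some results filed as inactive show a strong effect at the top dose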
# Target sequence (P00811 whole entry, looked up): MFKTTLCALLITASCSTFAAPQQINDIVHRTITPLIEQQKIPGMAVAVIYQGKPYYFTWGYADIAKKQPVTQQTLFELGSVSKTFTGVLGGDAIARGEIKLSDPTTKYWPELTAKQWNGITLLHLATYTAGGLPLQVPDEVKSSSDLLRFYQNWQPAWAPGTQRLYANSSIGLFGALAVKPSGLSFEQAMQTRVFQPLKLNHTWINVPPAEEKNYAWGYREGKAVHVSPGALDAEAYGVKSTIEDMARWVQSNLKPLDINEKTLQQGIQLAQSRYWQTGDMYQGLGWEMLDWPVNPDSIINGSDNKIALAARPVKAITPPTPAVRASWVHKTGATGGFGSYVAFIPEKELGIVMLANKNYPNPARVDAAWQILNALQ
#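 20 mM phosphate pH 7.0 + 0.01% (detergent screen) or 0.0001% Triton X-100; 5.3 nM AmpC reagent; cpd preinc 15 min RT; nitrocefin (800 uM stock) to start; A480 q20 s × 4 min; Activity was normalised to no-enzyme and no-compound control wells.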
# FBPA Giardia inh – Giardia lamblia aldolase inhibition | purified Giardia FBPA | Potency, µM (doses to about 59.6 µM), without a hit: top-dose activity, negative = inhibition, most hits filed as inhibitors | 290,000 compounds, 0.71% hits | AID 2451; also: potency is read from the fitted curve at half-maximal effect; nearly all actives have a fitted effect of over 55% in size
# Target sequence (A8B2U2 whole entry, looked up): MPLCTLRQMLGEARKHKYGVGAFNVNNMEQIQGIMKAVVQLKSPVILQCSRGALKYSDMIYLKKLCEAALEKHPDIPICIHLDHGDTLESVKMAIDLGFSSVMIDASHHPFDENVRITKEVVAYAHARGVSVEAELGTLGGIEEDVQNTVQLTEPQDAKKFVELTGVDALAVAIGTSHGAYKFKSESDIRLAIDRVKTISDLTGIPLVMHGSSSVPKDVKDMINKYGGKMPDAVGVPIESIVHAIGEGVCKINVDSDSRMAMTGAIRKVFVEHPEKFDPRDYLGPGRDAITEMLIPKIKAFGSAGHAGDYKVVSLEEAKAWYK
#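 Giardia FBPA (40 nM reagent) was preincubated 10 min at RT with compound (up to 57.5 uM final), then substrate plus GAPDH/TPI/NAD/arsenate coupling system with diaphorase/resazurin was added; resorufin fluorescence (525/598 nm) was read after 20 min.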
# Sm TGR inh – inhibitors of Schistosoma mansoni thioredoxin glutathione reductase. Q962Y6. purified TGR, DTNB reduction, TNB absorbance 405 nm. Potency, µM (series often up to 114 µM), inactives show top-dose activity change, negative = inhibition, hits mostly inhibitors. 360,000 compounds, 3% hits; also: potency is read from the fitted curve at half-maximal effect; nearly all actives have a fitted effect of over 60% in size
#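 Kinetic colorimetric format: TGR-catalysed, NADPH-driven DTNB reduction monitored via TNB absorbance. Enzyme dispensed at 20 nM; compound exposure 15 min at room temperature before reaction start.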
# Active calls of the source: *; u = inconclusive; x = no result given; & = joins results of further samples; [ ] = another dose, or the depositor's remark. Unless noted, calls follow the shape of the dose curve; as a rule, active = well fitted curve in the direction sought with a large enough effect; inconclusive = small, poorly fitted or top-dose-only effect, or another doubt; inactive = no such curve, though single readings can be large; an effect the other way counts as inactive or inconclusive. Unless noted, % is scaled to controls: 0 for no effect and ±100 for the full control effect.
# Preview, three compounds:
SMILES,AMA1-RON2 inh,HCMV antiviral,HCV inhibitor,AmpC detergent,FBPA Giardia inh,Sm TGR inh
COc1ccccc1C(CNC(=O)c1ccc(C)c(S(=O)(=O)N2CCCCC2)c1)N(C)C (stereo not given),-8%,8,u,-3%,x,-7%
COc1cccc(-c2sc3ccc(OC)cc3c2C#CCC(C)O)c1 (stereo not given),-6%,54,u,1%,x,-9%
CN1CC(=O)N2Cc3[nH]c4ccccc4c3C[C@H]2C1=O,23%,u,36%[activator],0%,-3%,29%

# The listing, repeating the preview:
SMILES,AMA1-RON2 inh,HCMV antiviral,HCV inhibitor,AmpC detergent,FBPA Giardia inh,Sm TGR inh
COc1ccccc1C(CNC(=O)c1ccc(C)c(S(=O)(=O)N2CCCCC2)c1)N(C)C (stereo not given),-8%,8,u,-3%,x,-7%
COc1cccc(-c2sc3ccc(OC)cc3c2C#CCC(C)O)c1 (stereo not given),-6%,54,u,1%,x,-9%
CN1CC(=O)N2Cc3[nH]c4ccccc4c3C[C@H]2C1=O,23%,u,36%[activator],0%,-3%,29%
CNC[C@H]1Oc2ccc(NC(=O)Nc3ccc4c(c3)OCO4)cc2C(=O)N([C@H](C)CO)C[C@@H]1C,13%,-23,13%,x,x,x
CCCCOC(=O)c1ccc(NC(=O)c2ccc(F)cc2F)cc1,7%,-15,3%,x,x,x
Cc1ccc(S(=O)(=O)Nc2ccc(-n3cnnn3)cc2)cc1,-7%,-4,6%,-3%,x,-12%
Cc1nnc(SCC(=O)N2CCC(C(=O)Nc3nccs3)CC2)n1Cc1ccccc1,15%,3,u,u,6%,-6%
CCC(=O)Nc1ccc(CCC(=O)N2CCCC2)cc1,12%,-4,14%,-12%,-4%,0%
CCOC(=O)c1cnc2oc3ccccc3n2c1=O,-13%,10,15%,-3%,5%,7%
CC(=O)Nc1nc2c(s1)C(=O)NCCC2,-6%,1,11%,4%,1%,x
CN(C)CCC(=O)c1ccc(Cl)cc1,9%,6,12%,0%,0%,0%
Cc1ccc(SCCNC(=O)CN(c2ccc3c(c2)OCO3)S(C)(=O)=O)cc1,-5%,32,-5%,-2%,0%,-14%
CC1(C)CC(=O)C(N=Nc2c(Cl)cc(Cl)cc2Cl)=C(O)C1,20%,-8,7%,1%,-13%,-17%
CCOC(=O)c1cc(CC)sc1NC(=O)CN1C(=O)C(=O)N(CC(C)C)C1=O,10%,-7,5%,-14%,x,-4%
CN(CC(=O)Nc1ccccc1C(F)(F)F)C(=O)COc1ncnc2ccccc12,-8%,11,7%,-7%,3%,-3%
COc1cc(C(=S)N2CCN(C(c3ccccc3)c3ccccc3)CC2)cc(OC)c1O,-24%,-27,11µM*,-12%,7%,19%
Nc1ccc2nc(SCc3ccc([N+](=O)[O-])cc3)sc2c1,-5%,-17,-27%,-6%,-10%,3%
NS(=O)(=O)c1ccc(N/C=C\C(=O)c2ccncc2)cc1,-11%,-3,10%,-8%,-4%,4%
COC(=O)CCC(=O)OC1(C)C(=O)C=C2C=C(C3CC3)N(c3cccc(C#N)c3)C=C2C1=O (stereo not given),0%,-18,-12%,-13%,u,u
O=C(Oc1cccc2cccnc12)c1cccs1,-6%,-7,u,1%,u,-5%
Cn1c(=O)c(=O)n(C)c2cc(S(=O)(=O)CCC(=O)Nc3ccc(C(F)(F)F)cc3)ccc21,0%,u,12%,0%,x,-17%
CCN1CCN(CCC(=O)Nc2ccc3c(c2)OCO3)CC1,36%[activator],9,7%,-1%,-28%,-27%
Cc1ccccc1CSc1ncc(C#N)c(N)n1,-13%,81,5%,1%,3%,-24%
O=C1OCC(CO)(CO)N=C1NNc1ccccc1Cl,-10%,-66*,27%,4%,-2%,-12%
CCOC(=O)c1c(N)n(Cc2ccco2)c2nc3ccccc3nc12,11%,17,-26%,u,-15%,45µM*
Cc1ccc(S(=O)(=O)/N=c2\sccn2C)cc1,9%,50,13%,3%,2%,-2%
Cc1cc(OC(C)C(=O)N(Cc2ccco2)Cc2ccccc2F)cc(C)c1Cl (stereo not given),x,-13,x,22%,x,6%
CCCN1C(C(=O)c2ccccc2)=C(OC(=O)c2ccc(C)cc2)c2ccccc2S1(=O)=O,x,-85*,x,11%,x,2%
C=CCn1c(SCC(=O)Nc2ccccc2OC)nc2c([nH]c3ccccc32)c1=O,10%,10,-13%,-8%,x,-27%
O=C(NC(=S)NCCCN1CCOCC1)c1ccco1,8%,-19,12%,-7%,-2%,-11%
COc1ccc(C2C(C)C(=O)C(C)C(c3ccc(OC)cc3)N2N=O)cc1 (stereo not given),2%,18,-2%,x,x,x
CCOc1ccc(N2CC(c3nc4ccccc4n3CCCOc3ccccc3OC)CC2=O)cc1 (stereo not given),x,4,x,-5%,x,1%
C/C=C/C=C\C(=O)Nc1cccc(C2=NOC3(C2)C[C@H](C(N)=O)N(C(=O)CC#N)C3)c1 (stereo not given in full),-6%,23,7%,-9%,-20%,2µM*
c1ccc2c(c1)CC/C2=N/Nc1nc2ccccc2[nH]1,8%,-112*,u,u,-20%,-3%
CCC1(c2ccccc2)NC(=O)N(CC(=O)N2CCc3ccccc32)C1=O (stereo not given),-1%[11.6 µM],59,-2%,x,x,x
COC(=O)CNC(=O)COc1ccccc1,8%,-36,6%,8%,5%,2%
CC(C)(CO)NS(=O)(=O)c1ccc2c(c1)C(=NO)c1cc(S(=O)(=O)NC(C)(C)CO)ccc1-2,-1%,-33,-9%,-7%,-5%,-1%
O=C(CSc1ccccn1)NC1CCCC1,x,x,x,0%,2%,-8%
COc1cc(NC(=O)C2CCCN(S(=O)(=O)c3ccc4[nH]c(=O)ccc4c3)C2)cc(OC)c1 (stereo not given),-4%,-7,u,-2%,-5%,1%
CCOC(=O)c1ccc(-n2c(N)c(C(=O)OC)c3nc4ccccc4nc32)cc1,x,u,x,6%,x,3%
C[C@@H]1NC(=O)[C@H](CCC(N)=O)NC(=O)c2cc([N+](=O)[O-])cc(I)c2NCCC[C@@H](C(N)=O)NC1=O,34%[activator],-21,-5%[8.37 µM],-4%,-2%,-22%
CC(C)CCn1c(=O)[nH]c2ccccc21,3%,-31,-2%,-1%,6%,15%
Cn1cc([N+](=O)[O-])c(C(=O)NC2CCCCCCC2)n1,x,-4,x,5%,x,-1%
CC(=O)Nc1ccc(S(=O)(=O)Nc2ccn(Cc3ccccc3Cl)n2)cc1,2%,-10,-19%,-6%,-16%,-3%
CCCCn1nnnc1SCC(=O)NCc1ccccc1,0%,5,11%,u,0%,-4%
COc1ccc(C2c3c(-c4ccccc4O)n[nH]c3C(=O)N2Cc2ccco2)cc1 (stereo not given),49%[activator],u,-26%,-3%&8%,-1%,-7%&5%
Cc1cc(C)c2[nH]c(=O)c(CN(CC3CCCO3)C(=O)C3CCCO3)cc2c1 (stereo not given),2%,0,-1%,2%,-17%,-2%
COc1ccc(CN(C)C(=O)Cc2c[nH]c3ccccc23)c(OC)c1OC,4%,-10,-4%,-3%,7%,-2%
Cc1ccccc1Cn1c(O)c(N=NC(=S)Nc2ccccc2F)c2ccccc21,9%,u,2.2µM*,1%,-3%,5%
CC(=O)c1ccc(S(=O)(=O)NCCCC(=O)NCCc2ccccn2)cc1,7%,-2,19%,-4%,4%,-29%
CC1=Nc2ccccc2NC(=O)C1Sc1nnc(C)s1 (stereo not given),23%,23,8%,u,1%,-7%
COc1ccc(C(=O)OC2=C(C(=O)c3ccccc3)N(C)S(=O)(=O)c3ccccc32)cc1OC,x,13,x,-3%,x,0%
CCOC(=O)N1CCN(CC(=O)Nc2sccc2C#N)CC1,88%[activator],-38,-5%,u,-2%,-1%
CC(C(=O)Nc1cccc([N+](=O)[O-])c1)[n+]1ccccc1 (stereo not given),-3%,33,21%,-9%,16µM*,u
Cc1ccc(NC(=O)CN(c2ccc3c(c2)OCO3)S(=O)(=O)c2c(C)n[nH]c2C)cc1,2%,u,u,-5%,3%,-6%
Fc1ccc(N2CCN(Cc3c[nH]c4ccccc34)CC2)cc1,x,x,x,-9%,6%,4%
O=[N+]([O-])c1ccc(O)c(-c2nn[nH]n2)c1,-39%,43,6%,-2%,u,38%[activator]
O=C(CCN1C(=O)C2CC=CCC2C1=O)Nc1cc(C(F)(F)F)ccc1N1CCCC1 (stereo not given),6%,-9,-14%,0%,x,0%
O=C(c1ccc([N+](=O)[O-])cc1)N1CCN=C1SCc1ccccc1,-21%,1,u,0%,-5%,1%
COc1ccc(-c2csc(NCCn3c(C)nc4cc(C(F)(F)F)ccc43)n2)cc1,8%,-38,-15%,x,x,x

# Another view of some results above:
# Second line of a record: AMA1-RON2 inh, HCMV antiviral, HCV inhibitor, AmpC detergent, FBPA Giardia inh, Sm TGR inh
Cc1ccccc1Cn1c(O)c(N=NC(=S)Nc2ccccc2F)c2ccccc21
 : 9%, u, 2.2µM*, 1%, -3%, 5%
CC1=Nc2ccccc2NC(=O)C1Sc1nnc(C)s1 (stereo not given)
 : 23%, 23, 8%, u, 1%, -7%
COc1ccc(-c2csc(NCCn3c(C)nc4cc(C(F)(F)F)ccc43)n2)cc1
 : 8%, -38, -15%, x, x, x
COc1ccc(C(=O)OC2=C(C(=O)c3ccccc3)N(C)S(=O)(=O)c3ccccc32)cc1OC
 : x, 13, x, -3%, x, 0%
CC(=O)c1ccc(S(=O)(=O)NCCCC(=O)NCCc2ccccn2)cc1
 : 7%, -2, 19%, -4%, 4%, -29%
O=[N+]([O-])c1ccc(O)c(-c2nn[nH]n2)c1
 : -39%, 43, 6%, -2%, u, 38%[activator]

# Next records
SMILES,AMA1-RON2 inh,HCMV antiviral,HCV inhibitor,AmpC detergent,FBPA Giardia inh,Sm TGR inh
Cc1ccc(C)c(N2C(=O)N(Cc3c(F)cccc3Cl)c3ccccc3S2(=O)=O)c1,x,u,x,7%,x,12%
Cc1ccc(N(CCC#N)C(=O)COC(=O)C2CCN(S(=O)(=O)c3ccc4c(c3)OCCO4)CC2)cc1,-5%,-15,6%,-17%,x,-1%
N=C1C(c2nc(-c3ccc(F)cc3)cs2)=C(O)CN1CCCN1CCOCC1,-11%,-18,-18%,-2%,-6%,-20%
CCC(C(=O)O/N=C(\N)c1ccccc1)c1ccccc1 (stereo not given),46%[activator],-1,5%,3%,-4%,1%
COCC(Cc1ccccc1)NC(=O)Cn1cc(C)c(=O)[nH]c1=O (stereo not given),-4%,-5,7%,x,x,x
CC(C)NC(=O)c1cc(-c2ccco2)on1,1%,92,25%,4%,3%,-1%
CCc1ccc(NC(=O)c2cc(-c3ccc(OC)cc3)on2)cc1,1%,-10,4%,-14%,5%,-21%
COc1ccc(CCNC(=O)C(C(=O)c2ccc(F)cc2)n2ccccc2=O)cc1OC (stereo not given),11%,1,16%,u,0%,-2%
Brc1ccc(-c2noc(COc3ccc4ccccc4c3)n2)o1,-17%,13,6%,1%,-13%,-30%
COc1cccc(/C=N/n2c(C3CCCCC3)n[nH]c2=S)c1OC,89%[activator],-7,-10%,-10%,9%,-5%
Cn1c(=O)c2c(nc(Oc3ccccc3Br)n2C)n(C)c1=O,-8%,u,14%,-18%,-8%,10%
O=C(Nc1ccc2c(c1)Cc1cc([N+](=O)[O-])ccc1-2)C(F)(F)F,-2%,u,u,x,x,x
CCOC(=O)c1c(NC(=O)CN2CCCCC2)sc2c1CCCC2O (stereo not given),61%[activator],-11,u,-3%,3%,-2%
